TCR act = Activators of T cell receptors: qHTS campaign | primary human leukocytes, anti-CD3, IL-2 HTRF, 48 h | Potency, µM (doses to about 9.22 µM), without a hit: top-dose activation of IL-2 secretion, most hits filed as activators | 330,000 tested, under 10 active; also: % of control where 0% means no effect
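HTRF read-out of IL-2 secretion: europium cryptate donor excited at 320nm, d2 acceptor emission at 665nm. Cells were primary human leukocytes incubated 48 hr with compounds and a-CD3 beads, supplying TCR signal only.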
a7 integrin act = qHTS for Activators of Integrin-Mediated Alleviation for Muscular Dystrophy | 350,000 tested, 0.064% active | alpha7betagal myoblasts, beta-gal FDG fluorescence, 48 h | AID 624291, 2012 | Potency, µM (titrated, usually from 38.3 µM), for inactives: at the top dose activation, usual class: activators;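 also: potency is read from the fitted curve at half-maximal effect; 100% = response of the positive control SU9516; nearly all actives have a fitted effect of over 60% in size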
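alpha7betagal+/- myoblasts (passage 13, 250/well) treated 48 h at 37C with compounds at 1:260 dilution of DMSO stock. Lysed, then beta-galactosidase activity read as FDG fluorescence (ex 480/em 540) after 30 min, with pre-read for autofluorescence.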
B2AR arrestin = qHTS assay of beta-arrestin-biased ligands of beta2-adrenergic receptor; Beta-2 adrenergic receptor (Homo sapiens), P07550; beta-arrestin recruitment to beta2AR, cell-based reporter; Potency, µM (highest dose often 46.1 µM), without a hit: top-dose activation, usual class: activators; 330,000 tested, 0.02% active;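 also: potency is read from the fitted curve at half-maximal effect; 0% = DMSO controls and full agonism = EC100 isoproterenol or metaproterenol; nearly all actives have a fitted effect of over 65% in size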
CXXC DNA block = qHTS Fluorescence Polarization Assay for Inhibitors of MLL CXXC domain - DNA interaction; MLL-CXXC / FITC-HOXA9 DNA fluorescence polarization; Potency, µM (highest dose often 115 µM), for inactives: at the highest dose activity change, negative = inhibition, actives largely listed as inhibitors; 290,000 tested, 0.037% active; active = well fitted inhibition curve with a large enough effect in the polarisation, with a control signal flat, not every such curve was filed as active; inconclusive = small, poorly fitted or top-dose-only effect, or effect the other way, or a change in a side signal; inactive = no such curve, though single readings can be large or run the other way; the % refers to the polarisation; also: potency is read from the fitted curve at half-maximal effect
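Purified MLL-CXXC (added from a 7 uM solution) was preincubated 5 min at ambient with pinned compounds in 50 mM Tris-HCl pH 7.5, 50 mM NaCl, 1 mM DTT, 0.05% BSA. Fluorescein-labeled HOX-A9 DNA (50 nM solution) followed, 30 min, then polarization read.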
TRPV1 agonist = HTS Assay for Compounds that Act as Agonists of the Vanilloid Receptor 1 | Transient receptor potential cation channel subfamily V member 1 (Homo sapiens), Q8NER1 | 320,000 tested, 0.19% active | activation, % at 8.33 µM | TRPV1-expressing cells, Fluo-8 calcium influx, agonist mode | AID 540275, 2011; in the data active = activation above about 80%; inconclusive = between about 30% and that limit; also: 0% is about no effect
Target sequence (Q8NER1 whole entry, looked up): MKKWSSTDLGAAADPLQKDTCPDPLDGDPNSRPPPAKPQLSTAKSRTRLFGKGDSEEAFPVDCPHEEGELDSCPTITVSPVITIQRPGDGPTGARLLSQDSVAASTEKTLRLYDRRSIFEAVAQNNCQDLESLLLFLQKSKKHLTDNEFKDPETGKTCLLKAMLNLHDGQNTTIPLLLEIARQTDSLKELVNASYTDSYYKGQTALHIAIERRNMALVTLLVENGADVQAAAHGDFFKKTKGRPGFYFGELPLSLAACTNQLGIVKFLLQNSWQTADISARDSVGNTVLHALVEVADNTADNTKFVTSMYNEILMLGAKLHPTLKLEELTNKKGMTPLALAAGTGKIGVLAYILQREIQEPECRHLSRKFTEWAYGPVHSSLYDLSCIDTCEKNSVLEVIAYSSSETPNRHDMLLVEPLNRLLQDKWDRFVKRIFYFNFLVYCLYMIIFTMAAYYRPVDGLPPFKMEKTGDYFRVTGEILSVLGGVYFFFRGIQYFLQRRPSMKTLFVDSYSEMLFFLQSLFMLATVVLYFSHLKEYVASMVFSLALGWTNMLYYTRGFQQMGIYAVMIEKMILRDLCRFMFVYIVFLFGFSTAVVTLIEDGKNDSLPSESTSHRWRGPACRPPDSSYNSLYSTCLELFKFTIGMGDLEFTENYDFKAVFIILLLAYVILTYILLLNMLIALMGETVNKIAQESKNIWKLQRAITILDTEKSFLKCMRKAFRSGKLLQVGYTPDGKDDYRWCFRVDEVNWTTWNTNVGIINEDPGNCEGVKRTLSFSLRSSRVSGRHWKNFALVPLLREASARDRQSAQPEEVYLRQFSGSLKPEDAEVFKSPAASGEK
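Cells expressing TRPV1 were dye-loaded with Fluo-8 and read kinetically: 10 s baseline, 3 min after compound (agonist portion), then 2 min after EC20 capsaicin (allosteric enhancer portion). Calcium-bound dye fluorescence at 480/520 nm.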
A-T KAP1 phos = qHTS Assay for Identifying a Potential Treatment of Ataxia-Telangiectasia | […] A-T fibroblasts, KAP-1 phosphorylation AlphaLISA; neocarzinostatin DNA damage 30 min before lysis | Potency, µM (series often up to 57.5 µM), for the others: at the top dose activation, actives largely listed as activators | 320,000 tested, 0.19% active; also: potency is read from the fitted curve at half-maximal effect; % of control where 0% means no effect; nearly all actives have a fitted effect of over 45% in size
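hTERT-immortalized A-T patient fibroblasts ([…]), 500 cells/well in OPTI-MEM, 1% FBS, got compounds for 60 min, then NCS for 30 min at 37C. Lysates were then assayed for phospho-KAP-1 by AlphaLISA (anti-pKAP1 donor, anti-KAP1 acceptor beads), 6 hr at 25C.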
BRCA1 expr up = qHTS Assay to Identify Small Molecule Activators of BRCA1 Expression; MCF7-BRCA1-FFLuc reporter, luminescence, 48 h; response scale: scaled: vehicle 0%, 10 µM genistein 100%; Potency, µM (top dose mostly 46.1 µM), for the others: at the top dose activation, actives largely listed as activators; 380,000 tested, 1.1% active; AID 624202, 2012; also: potency is read from the fitted curve at half-maximal effect; nearly all actives have a fitted effect of over 80% in size; some results filed as inactive show a strong effect at the top dose
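Quantitative HTS in MCF7 cells stably reporting BRCA1 expression via firefly luciferase. Compound treatment lasts 48 h at 37 °C in phenol-red free MEM. Activation is expressed relative to genistein at 10 microM and DMSO.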
p53 reactivator = qHTS assay for re-activators of p53 using a Luc reporter. H1299 p53-A138V BP100-luciferase reporter, luminescence, 24 h. 320,000 tested, 0.063% active. Potency, µM (highest dose often 92.2 µM), for inactives: at the highest dose activity change, positive = activation, usual class: activators; also: potency is read from the fitted curve at half-maximal effect; % of control where 0% means no effect; nearly all actives have a fitted effect of over 45% in size
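H1299 (p53-null), stable ts p53-A138V + BP100-Luc; 1000 cells/well, Opti-MEM/10% FBS; cpd 4 pt, 1:5; 24 h, 37 deg C, 5% CO2; detection reagent 10 min RT; luminescence.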
ELG1 repair inh = qHTS screen for small molecules that inhibit ELG1-dependent DNA repair in human embryonic kidney (HEK293T) cells expressing luciferase-tagged ELG1 | Potency, µM (series often up to 46.1 µM), for inactives: at the top dose activity change, negative = inhibition, hits mostly inhibitors | HEK293T ELG1-luciferase reporter, luminescence, 16 h; DNA damage induced by 5-fluorouridine | 330,000 tested, 2.3% active; also: potency is read from the fitted curve at half-maximal effect; % is scaled to controls: 0 for no effect and ±100 for the full control effect; nearly all actives have a fitted effect of over 55% in size
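DMSO vehicle served as the neutral condition. Each well held 2,000 cells given 5-fluorouridine plus compound; after 16 hr at 37 °C/5% CO2, ONE-Glo was added and luciferase measured 30 min later.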
PTAP TSG101 blk = qHTS Assay for Iinhibitors of HIV-1 Budding by Blocking the Interaction of PTAP/TSG101 | 340,000 tested, under 10 active | Fluorescence polarization, FITC-PTAP peptide / Tsg101 binding | Tumor susceptibility gene 101 protein (Homo sapiens), Q99816 | Potency, µM (highest dose often 115 µM), for the others: at the top dose activity change, negative = inhibition, most hits filed as inhibitors | AID 493005, 2010; active = well fitted inhibition curve with a large enough effect in the main read-out, with a control signal flat, not every such curve was filed as active; inconclusive = small, poorly fitted or top-dose-only effect, or effect the other way, or a change in a side signal; inactive = no such curve, though single readings can be large or run the other way; also: potency is read from the fitted curve at half-maximal effect; % of control where 0% means no effect
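Steps: Tsg101 binding domain dispensed (10 uM final), compounds pinned in DMSO, FITC-labeled PTAP-motif peptide added (50 nM final); after 20 min binding at room temperature, polarization measured.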
Starred values were filed as active, the others as inactive; ? = inconclusive; · = not tested or not shown; [ ] = dose if it differs, or a comment. Unless noted, calls follow the shape of the dose curve; as a rule, active = well fitted curve in the direction sought with a large enough effect; inconclusive = small, poorly fitted or top-dose-only effect, or another doubt; inactive = no such curve, though single readings can be large; an effect the other way counts as inactive or inconclusive.

SMILES	TCR act	a7 integrin act	B2AR arrestin	CXXC DNA block	TRPV1 agonist	A-T KAP1 phos	BRCA1 expr up	p53 reactivator	ELG1 repair inh	PTAP TSG101 blk
CNC(=S)N1CCN(C(c2ccccc2)c2ccccc2)CC1	7.9%	-18.8%	-0.2%	-7.2%	?	2.0%	0.0%	-3.8%	-5.7%	-9.9%
COc1cc(CN2CCN(c3ccccc3F)CC2)cc(OC)c1O	·	-21.6%	-0.4%	-2.0%	0.5	5.0%	10.3%	6.0%	2.1%	·
O=C(NCc1cccs1)C1CCC(=O)N(Cc2cccc(C(F)(F)F)c2)C1 (stereo not given)	2.3%	-11.8%	-0.3%	0.7%	-10.0	5.5%	-19.7%	13.5%	25.8%	-1.4%
COc1cc(/C=N/NC(=O)c2cccc(S(=O)(=O)N3CCCCC3)c2)cc(Br)c1O	0.5%	10.0%	0.1%	-10.2%	?	-20.6%	4.7%	21.6%	-8.9%	-0.4%
Cc1ccc(CNC(=O)c2ccccc2NS(C)(=O)=O)cc1	-3.8%	-3.0%	-0.3%	8.4%	-0.1	12.0%	12.3%	9.9%	18.1%	0.6%
CCOC(=O)C[C@H]1c2ccccc2S(=O)(=O)N1c1cccc(OC)c1	-1.7%	20.9%	·	·	·	·	-12.9%	·	·	0.4%
O=S(=O)(Nc1ccccc1Cl)c1ccc(-c2ccccn2)s1	7.8%	-13.0%	·	·	·	·	-18.2%	·	·	-4.5%
CSc1ccccc1C(=O)N1CCN(c2ncccn2)CC1	2.3%	8.0%	0.3%	0.5%	5.7	-3.4%	-6.3%	18.7%	-4.8%	-1.9%
Cc1noc(C)c1/C=N/Nc1ccc2ccccc2n1	1.1%	10.4%	-0.2%	2.9%	?	3.3%	63.7%	22.9%	?	-2.7%
O=C(C1CCN(c2ncnc3c2sc2cccc(F)c23)CC1)N1CCCC1	·	·	0.0%	1.8%	9.0	12.2%	·	-3.5%	7.4%	·
S=C(NCCc1ccc(Cl)cc1)NC1CCCC1	-9.2%	-11.8%	0.5%	-2.0%	?	4.8%	102.7%	-0.3%	-16.0%	-0.2%
Cc1cccc(NS(=O)(=O)c2cccc([N+](=O)[O-])c2)n1	-0.5%	-17.0%	0.0%	-15.5%	-1.4	9.2%	-8.5%	16.4%	6.4%	-2.0%
COc1ccc(-c2nc(CS(=O)(=O)CC(=O)Nc3ccc(Cl)cc3)c(C)o2)cc1	-5.0%	-2.3%	-0.3%	3.2%	-2.3	-4.5%	28.2%	9.7%	?	-3.0%
O=S(=O)(CCNCc1ccccc1)NC1CCCCC1	7.6%	2.1%	·	·	·	·	14.1%	·	·	-3.5%
CC(C)Cc1nc(N2CCN(C(=O)c3ccccc3)CC2)c(C#N)c2c1CCC2	-3.0%	29.1%	-0.2%	-9.2%	?	14.4%	-52.6%	21.2%	?	-0.2%
CC(=O)Nc1ccc(NC(=O)c2ccccc2N(C)S(=O)(=O)c2ccc(C)cc2)cc1	9.0%	0.4%	0.1%	5.5%	-0.7	1.9%	-11.9%	0.2%	1.2%	-9.0%
Cc1ccc(Cn2c(C(C)Nc3nc(-c4ccc(Cl)c([N+](=O)[O-])c4)cs3)nc3cc(C(F)(F)F)ccc32)cc1 (stereo not given)	-4.9%	-22.5%	·	·	·	·	-24.2%	·	·	-3.3%
COc1ccc(O)c(C2(O)C(=O)c3ccccc3C2=O)c1	1.2%	5.1%	-0.8%	4.3%	-1.3	34.6%	0.9%	1.6%	0.0%	-1.9%
COC(=O)c1cc(S(=O)(=O)NC2CCC(C)CC2)cn1C (stereo not given)	-1.9%	?	-0.2%	8.5%	5.3	1.8%	-0.4%	2.1%	7.8%	-2.0%
CC(NC(=O)COc1ccccc1F)C1CC2CCC1C2 (stereo not given)	-0.2%	-11.3%	0.0%	0.9%	28.5	3.3%	-16.5%	-0.9%	-17.8%	-4.5%
CCC/C=C1/CCCOC(C(=O)NCCN2CCOCC2)(C(F)(F)F)C1 (stereo not given)	7.6%	13.2%	·	·	·	·	1.5%	·	·	-1.9%
O=C1c2ccc(-c3nc4ccccc4o3)cc2C(=O)N1Cc1ccccc1	-2.1%	-19.4%	·	·	·	·	0.7%	·	·	-3.8%
O=S(=O)(Nc1ccc(C(F)(F)F)cn1)c1ccccc1	2.0%	6.0%	-0.4%	2.9%	-2.7	-1.4%	2.4%	-1.3%	9.8%	-2.4%
CC(=O)OC(COC1C[C@@H]2CC[C@@]1(C)C2(C)C)C[N+]1(C)CCCCC1 (stereo not given in full)	2.0%	-15.3%	0.4%	-4.4%	-2.5	0.8%	-12.3%	-1.8%	-28.4%	-2.4%
CCOC(=O)c1ccc(NC(=O)c2cccc(S(=O)(=O)N3c4ccccc4CC3C)c2)s1 (stereo not given)	-3.2%[46.1 µM]	-50.3%[inhibitor]	-0.3%	16.4%	-0.7	6.4%	-66.7%	1.6%	20.6µM*	-1.4%
Cn1cnc([N+](=O)[O-])c1Sc1nc(N)nc2c1ncn2C1OC(CO)C(O)C1O (stereo not given)	-1.4%	2.7%	·	·	·	·	-77.1%	·	·	-0.4%
CCCCNCc1cc(OCC)c(OCC(N)=O)cc1Br	·	-11.4%	-0.1%	4.7%	-1.0	4.9%	-0.8%	-0.2%	0.0%	·
CCS(=O)(=O)c1ccc(O)c(NC(=O)CCCC(=O)O)c1	0.3%	21.9%	-0.7%	-6.7%	5.6	7.6%	2.3%	0.5%	1.5%	-1.5%
O=C(Nc1ncc(Cc2cccc(Cl)c2Cl)s1)c1ccc([N+](=O)[O-])cc1	1.8%	5.9%	-0.7%	10.7%	·	-1.8%	-76.8%	8.8%	-17.0%	38.5%[activator]
Cc1cccc(-n2cc[nH]c2=S)c1	-1.6%[46.1 µM]	-16.2%	0.2%	-2.5%	3.0	0.0%	8.6%	-0.1%	35.4%	1.1%
O=C(Nc1ccccc1C(=O)N1CCOCC1)c1noc2c1CCCC2	·	12.2%[7.66 µM]	-0.1%	-4.6%	2.3	-4.0%	1.2%	-8.1%	6.4%	-7.6%
COc1ccc(-c2[nH]ncc2CN2CCN(Cc3cccs3)CC2)c(F)c1	-2.6%	-24.6%	0.1%	-3.6%	2.3	3.9%	-3.9%	-1.8%	?	-1.4%
COc1ccc(Cl)cc1NC(=O)CN(C)Cc1ccc(OC)c(OC)c1	2.1%	-1.8%	-0.1%	-9.8%	-4.2	8.3%	-8.0%	-4.1%	?	-2.7%
CC1(OC(=O)C2CCCC2)C(=O)C=C2C=C(c3ccsc3)N(CCc3c[nH]c4ccccc34)C=C2C1=O (stereo not given)	1.8%	10.0%	-0.3%	2.5%	-5.3	-25.8%	7.9%	1.6%	-8.8%	·
Cc1n[nH]c(=O)c2c(NC(=O)COC(=O)COc3cccc(Br)c3)oc(C)c12	-25.1%	-1.0%	-0.5%	·	-3.0	-0.9%	-12.3%	9.9%	19.0%	-4.2%
NCCCCCNC(=O)/C=N\O	-1.6%	-9.7%	-1.0%	-0.6%	1.8	4.4%	19.2%	-6.0%	-3.5%	-5.9%
Cc1ccc(C2(c3ccc(C)cc3)NC(=O)N(CC(N)=O)C2=O)cc1	1.7%	?	-0.6%	-1.6%	-4.0	14.3%	-3.5%	2.4%	23.0%	-1.2%
CCN(c1cccc(C(F)(F)F)c1)S(=O)(=O)c1ccc2c(c1)CCN2C(=O)C1CC1	1.9%	-60.9%[inhibitor]	0.0%	10.7%	2.4	7.0%	-72.7%	-5.9%	?	-4.5%
NS(=O)(=O)c1ccc(NC(=S)NNC(=O)CCC(=O)Nc2ccccc2Cl)cc1	-0.3%	-11.2%	-0.3%	20.4%	-10.9	0.1%	0.6%	2.3%	6.0%	-1.4%
CCOC(=O)Cc1cnc(NC(=O)CSc2nc(N)cc(N)n2)s1	1.9%	-4.0%	0.1%	6.7%	-6.9	2.6%	-5.6%	-9.1%	?	-2.8%

Screens from PubChem BioAssay.
